High-throughput results deposited in PubChem by The Scripps Research Institute Molecular Screening Center.
SRC1 TRFRET art: TR-FRET detection interference compounds, primary screen, artefact control for PPARgamma SRC-1 recruitment agonists, biochemical, TR-FRET emission ratio. TR-FRET detection artefact counter-screen; active compounds read high. 0.34% of 99,000 active. AID 1051, 2008. TR-FRET ratio at 8 µM; in the data active = TR-FRET ratio above about 2300; also: inactives centre near 1800
SRC3 TRFRET art: TR-FRET detection interference compounds, artefact control for PPARgamma SRC-3 recruitment agonists, biochemical, TR-FRET ratio; 0.39% of 99,000 active; TR-FRET ratio at 8 µM; TR-FRET artefact counter-screen, PPARgamma/SRC-3 format; active compounds read high; AID 1048, 2008; in the data active = TR-FRET ratio above about 2000; also: inactives centre near 1600
* marks the source's active call; other numbers are inactive results.

SMILES,SRC1 TRFRET art,SRC3 TRFRET art
CCOc1ccc(/C=C2/C(=N)N3OC(C)=CC3=NC2=O)cc1OC,1741,1559
O=C(Nc1ccc(Cl)c(Cl)c1)c1ccc(Cn2cc(Cl)cn2)cc1,1691,1387
N#Cc1ccccc1Sc1ccccc1C(=O)OCC(=O)N1CCN(C(=O)c2ccco2)CC1,1750,1431
CC(C)[C@@H]1NC(=O)c2cc([N+](=O)[O-])cc(I)c2NCCCC[C@@H](C(=O)NC(CC(=O)O)C(N)=O)NC(=O)[C@H](CO)NC1=O (some centres undefined),1910,1486
CCN(CC)c1ccc(NC(=O)COc2ccc(N(C)S(=O)(=O)c3cccs3)cc2)cc1,1779,1585
Cc1sc2ncnc(SCC(=O)NC(=O)c3cccn3C)c2c1C,1992,1709
O=C(NCCc1ccccc1)C1CCCN1S(=O)(=O)c1ccccc1 (centres undefined),1989,1786
COC(=O)c1ccc2c(=O)n(-c3ccccc3)c(=S)[nH]c2c1,1949,1579
CCCCOc1ccc(/C=C/C(=O)OCC(=O)NC(=O)NCC(C)C)cc1OCC,1810,1536
C/C(=N\N1CCN(c2ccc(Cl)cc2)CC1)c1cccs1,1811,1600
Cc1nc([N+](=O)[O-])cn1CC(=O)Nc1ccc2c(c1)OCO2,1813,1645
Cn1ccnc1C(O)c1ccccc1 (centres undefined),1864,1369
N/C(=N\OC(=O)COc1ccc(Cl)cc1Br)c1cccnc1,1906,1784
COc1ccccc1Nc1nc2nonc2[nH]c1=O,1664,1701
COC(=O)/C=C1/S/C(=N/N=C/c2ccc(N(C)C)cc2)NC1=O,1807,1508
COc1ccc(NC(=O)c2cc(-c3ccccc3)oc2C)cc1,1819,1655
CCCN1CCN(c2ccc([N+](=O)[O-])cc2C#N)CC1,1862,1564
O=C(/C=C/c1ccccc1)NCCSCc1ccccc1,1454,1388
COc1ccc(NC(=S)NCC2CCCO2)c(C)c1 (centres undefined),1869,1703
O=C1C(=O)N(CCN2CCOCC2)C(c2ccncc2)/C1=C(/O)c1ccc2c(c1)OCO2 (centres undefined),1800,1692
CCc1ccc2nc(NC(=O)Cn3cnc4ccccc4c3=O)sc2c1,2123,1730
Cc1ccc(NC(=O)CN(C)Cc2ccc(F)cc2)c([N+](=O)[O-])c1,1559,1660
Cc1sc2nc(-c3ccncc3)[nH]c(=O)c2c1-c1ccccc1,1753,1410
COc1ccc(C(=O)NCc2nnc(SCC(=O)N3CCC(C)CC3)o2)cc1,1593,1412
COc1cccc(CN2CCN(S(=O)(=O)c3ccc(NC(C)=O)cc3)CC2)c1OC,1730,1613
COCCOC(=O)C1=C(C)N(c2ccccc2)C(=O)NC1c1cccc([N+](=O)[O-])c1 (centres undefined),1652,1575
CC(=O)N1CC2([N+](=O)[O-])CN(C(C)=O)CC([N+](=O)[O-])(C1)C2(C)C,1642,1503
Cc1ccc(-n2c(O)c(C=NCc3ccccn3)c3ccccc3c2=O)cc1C,1533,1701
O=[N+]([O-])c1c(NCCCO)cc(Sc2ccc(Cl)cc2)c2nonc12,1724,1583
Cc1cccc(-n2ccnc2SCC(=O)N2CCCc3ccccc32)c1C,1816,1449
O=[N+]([O-])c1cc(O)c2ncccc2c1,1301,1417
NC(=O)CSc1nnc(NC(=O)c2cccc(S(=O)(=O)N3CCCCC3)c2)s1,1883,1470
Cc1nc2c(C#N)c(-c3ccc(Cl)cc3)ccn2n1,2029,1630
CC(=C\c1ccccc1)/C=C1/SC(=O)N(CCCC(=O)Nc2ccc(C(=O)O)cc2)C1=O,1818,1659
Cc1nnc(SCCOC(N)=O)n1C,1817,1547
O=C(OCc1cc(=O)n2c(n1)sc1ccccc12)c1ccc(O)cc1O,1941,1635
C=CCN(C)NC(=S)Nc1ccccc1,1570,1543
O=S(=O)(NCC(c1ccco1)N1CCN(c2ccc(F)cc2)CC1)c1ccc2c(c1)OCCO2 (centres undefined),2014,1591
CC(=O)c1ccc(N2CCN(C(=O)c3ccc(Cn4c(=S)[nH]c5ccc(N6CCOCC6)cc5c4=O)cc3)CC2)cc1,4282*,3877*
COc1ccc(F)cc1C(=O)C1CCCN(Cc2c[nH]c3ccccc23)C1 (centres undefined),1807,1738
COc1ccc(F)cc1C(=O)C1CCCN(C(=O)CCN2CCCCO2)C1 (centres undefined),1641,1689
NC(=O)NNC(=S)Nc1cccc2ccccc12,1663,1526
Cc1nc2ccccc2nc1OCC(=O)Nc1ccccc1,1801,1513
O=C(NCCC(c1ccccc1)c1ccco1)c1cccs1 (centres undefined),1573,1662
O=C(Nc1nnc(SCc2ccc(Cl)cc2)s1)c1cnccn1,1842,1666

Of the compounds above, these have a halogen:
SMILES,SRC1 TRFRET art,SRC3 TRFRET art
O=C(Nc1ccc(Cl)c(Cl)c1)c1ccc(Cn2cc(Cl)cn2)cc1,1691,1387
CC(C)[C@@H]1NC(=O)c2cc([N+](=O)[O-])cc(I)c2NCCCC[C@@H](C(=O)NC(CC(=O)O)C(N)=O)NC(=O)[C@H](CO)NC1=O (some centres undefined),1910,1486
C/C(=N\N1CCN(c2ccc(Cl)cc2)CC1)c1cccs1,1811,1600
N/C(=N\OC(=O)COc1ccc(Cl)cc1Br)c1cccnc1,1906,1784
Cc1ccc(NC(=O)CN(C)Cc2ccc(F)cc2)c([N+](=O)[O-])c1,1559,1660
O=[N+]([O-])c1c(NCCCO)cc(Sc2ccc(Cl)cc2)c2nonc12,1724,1583
Cc1nc2c(C#N)c(-c3ccc(Cl)cc3)ccn2n1,2029,1630
O=S(=O)(NCC(c1ccco1)N1CCN(c2ccc(F)cc2)CC1)c1ccc2c(c1)OCCO2 (centres undefined),2014,1591
COc1ccc(F)cc1C(=O)C1CCCN(Cc2c[nH]c3ccccc23)C1 (centres undefined),1807,1738
COc1ccc(F)cc1C(=O)C1CCCN(C(=O)CCN2CCCCO2)C1 (centres undefined),1641,1689
O=C(Nc1nnc(SCc2ccc(Cl)cc2)s1)c1cnccn1,1842,1666

(next part)
SMILES,SRC1 TRFRET art,SRC3 TRFRET art
Cc1ccc(C(=O)N2CCCC2)cc1S(=O)(=O)Nc1cccc(C)c1C,1621,1665
Cc1ccc(S(=O)(=O)N2CCN(CC(O)c3ccccc3)CC2)cc1 (centres undefined),1335,1286
C=C(C)CC1(NC(C)c2ccccc2)CCCCC1 (centres undefined),1888,1655
COC(=O)C1=C(C)NC(=O)/C1=C\c1cc(C)n(-c2ccccc2F)c1C,1726,1878
CCn1c(N2CCN(S(=O)(=O)c3ccc(F)cc3)CC2)nc2ccccc21,1693,1247
Clc1ccccc1Cn1nnc2c(NCCN3CCOCC3)ncnc21,1804,1529
Nc1ccccc1N=Cc1ccc(-c2cccc(Cl)c2)o1,1778,1524
O=C(CC1S/C(=N/N=C/c2ccco2)NC1=O)Nc1ccccc1 (centres undefined),1844,1673
CCC(C)(C)NC(=O)c1ccc(S(=O)(=O)N2CCCCCC2)cc1,1997,1907
Cc1ccc2c(c1)C1C=CCC1C(C(=O)O)N2 (centres undefined),1777,1574
O=C1/C(=C2/NCCN2C2CC(=O)N(c3ccccc3)C2=O)CC/C1=C\c1ccccc1 (centres undefined),1832,1465
O=C(CN1CCOCC1)N1CCCc2ccccc21,1800,1428
C[n+]1c(/C=C/c2ccc3c(c2)OCO3)ccc2ccccc21,1882,1742
O=C(CSc1nc2ncccc2[nH]1)NCCc1ccccc1,1715,1502
O=C(NC(=S)NCc1cccnc1)c1cccc2ccccc12,1732,1468
CCOc1ccc(NC(=O)C2CCCN(S(=O)(=O)c3c(C)n[nH]c3C)C2)cc1 (centres undefined),2143,1536
COc1ccc(OC)c(-n2c(=S)[nH]c3cc(C(=O)N4CCCCC4)ccc3c2=O)c1,1620,1538
COCCNC(=O)c1ccc(C(=O)C(=O)c2ccccc2)cc1,1764,1639
CC1CCCC(C)N1/N=C/c1ccc(N(C)C)cc1 (centres undefined),1781,1393
COc1ccc(-c2nc3c(c(SCC(=O)N4CCOCC4)n2)COC(C)(C)C3)cc1,1839,1741
COc1ccc(-c2nc(NC(=O)c3ccc(OCC(=O)Nc4ccc(F)cc4)c(OC)c3)sc2C)cc1,1760,1560
COc1ccc(NC(=O)Cn2c(C)cc(=O)c3ccccc32)cc1,1954,1593
CC1CCC2(CC1)NC(=O)N(NC(=O)CCl)C2=O (centres undefined),1983,1477
COc1ccc(S(=O)(=O)N2CCN(C3Cc4ccccc4C3)CC2)cc1,1748,2079*
CC1=CC(C)(C)NC(=S)N1c1ccccc1C,1416,1578
NC1=C(c2ccc(F)cc2)C(=O)CS1,1610,1803
COc1cc(/C=C(\C#N)C(=O)Nc2ccccc2C(=O)O)cc(Cl)c1OC,1551,1321
O=C(NCCCN1CCCC1=O)c1cc(-c2ccc3c(c2)OCO3)nc2ccccc12,1942,1585
CC(=O)Nc1ccc(S(=O)(=O)Nc2cccn(Cc3ccc(C)cc3)c2=O)cc1,1861,1491
Cc1ccc(OCc2ccc(Br)cc2)c([N+](=O)[O-])n1,1758,1619
CCC(CC)C(=O)OCC(=O)Nc1cccc(S(=O)(=O)N(C)c2ccccc2)c1,1926,1554
O=C(/C=C\c1ccccc1[N+](=O)[O-])Nc1ccccc1,2050,1522
COc1ccccc1-n1c(N)cc(=O)nc1SCC(=O)Nc1cc(C)on1,1399,1333
O=C(Nc1ccc(N2CCOCC2)cc1)C1CC(=O)N(c2ccc(Cl)cc2)C1 (centres undefined),1831,1605
O=C(O)C1CSC2(c3ccc(F)cc3)CCC(=O)N12 (centres undefined),1728,1356
COc1ccccc1-c1nc2cc3ccccc3cc2nc1-c1ccccc1,1854,1435
O=C(NC(=S)N1CCN(c2nc(-c3ccccc3)cs2)CC1)c1cncc(Br)c1,1599,1542
CCOC(=O)/C(=N\Nc1ccc(Br)cc1)N1CCN(c2ccccc2OC)CC1,1690,1596
Cc1ccc(NC(=O)CSc2nnnn2C)cc1S(=O)(=O)N(C)C,1772,1595
C(=N\Nc1nc2ccccc2[nH]1)/c1ccccc1,1957,1689
CSc1nc2ccccc2n1Cc1cccc([N+](=O)[O-])c1,1909,1725
COc1ccc(S(=O)(=O)Nc2ccc3c(c2)n(C)c(=O)n3C)cc1,1732,1753
COC(=O)c1sccc1NC(=O)COc1ccccc1Cl,1876,1704
CCC(c1nnc(SCC(=O)Nc2cc(Cl)ccc2C#N)n1C1CCCCC1)N(C)C (centres undefined),1904,1472
COc1cc(OC)c(OC)cc1/C=C/c1cc(C(=O)O)c2ccccc2n1,1827,1509
O=C(NCN1C(=O)C2C3C=CC(C3)C2C1=O)Nc1ccccc1O (centres undefined),1770,1487
CSc1ncc(CN2CCN(C3CCCCC3)C(CCO)C2)cn1 (centres undefined),1671,1538
COc1cc(C2c3c([nH]c(=O)[nH]c3=O)Nc3ccc4ccccc4c32)ccc1O (centres undefined),1596,1470
CCc1cc(C(=O)O)c(NC(=O)c2cc(OC)c(OC)c(OC)c2)s1,1681,1708
COc1ccc(C(=O)Oc2cccc3cccnc23)cc1[N+](=O)[O-],1925,1654
CC1(C)CC2CC(C)(CN2C(=S)Nc2ccccc2)C1 (centres undefined),1741,1452
Cc1cccc(Nc2nc3c(S(=O)(=O)c4ccccc4)nnn3c3ccccc23)c1C,1690,1536
COc1ccccc1C(=O)Nc1ccc(N2CCN(C(C)=O)CC2)cc1,1518,1624
COC(=O)c1ccccc1NC=C1C(=O)OC2(CCCCC2)OC1=O,1819,1467
CCc1ccc(NC(=S)N2CCN(c3cccc(OC)c3)CC2)cc1,1691,1230
N#C/C(=C\c1ccccc1)C(=O)N(c1ccccn1)C1CCCCC1,1913,1702
O=C(O)c1cccc(Nc2cc(Cl)c3nonc3c2[N+](=O)[O-])c1,1640,1603
CC1(C)CC(=O)C2=C(C1)OC(N)=C([N+](=O)[O-])C2c1ccc(C#N)s1 (centres undefined),1752,1555
COc1ccccc1N(CC(=O)N(c1ccccc1)C(C)C)S(=O)(=O)c1cccs1,1975,1515
Cc1nn(Cc2ccc(F)cc2)c2sc(C(=O)Nc3ccccc3N3CCOCC3)cc12,2154,1655

Remaining list, next part
SMILES,SRC1 TRFRET art,SRC3 TRFRET art
O=C1N/C(=N/c2ccccn2)SC1Cc1ccccc1 (centres undefined),2148,1591
CC(C)=NOc1cc(NC(=O)CCl)cc([N+](=O)[O-])c1,1742,1549
CCOC(=O)/C(C(=O)Nc1ccc(Cl)cc1Cl)=C1/NC(C)(C)Cc2ccccc21,1911,1387
O=C(COc1ccc(S(=O)(=O)NC2CCCCC2)cc1)NC1CCCC1,2012,1817
O=C(NCc1ccc2c(c1)OCO2)C1CCN(S(=O)(=O)N2CCOCC2)CC1,1880,1663
Cc1ccc(S(=O)(=O)N2CCN(CC(=O)N/N=C\c3cccnc3)CC2)cc1,1655,1683
CCOc1ccc(-c2[nH]ncc2-c2csc(C)n2)c(O)c1,1662,1580
COc1ccc(C2Nc3ccccc3C(=O)N2NC(=O)c2ccccc2)cc1OC (centres undefined),1579,1396
CN=C(Nc1cccc(Cl)c1)SC1CC(=O)N(c2ccc(OC)cc2)C1=O (centres undefined),1912,1389
Cc1ccc(SCc2ccc(C(=O)N3CCCCC3)cc2)cc1,1778,1763
O=C(NC(=O)c1ccc(Cl)cc1)OC1CCCCC1,1921,1568
O=C(Cc1nc2ccccc2[nH]1)N/N=C/c1ccccc1,1980,1607
CC[C@@H](C)[C@@H](C(=O)N1CCN(C(=O)OC(C)(C)C)CC1)n1cc(CCCCNC(=O)OC(C)(C)C)nn1,1880,1506

Not all compounds are listed; rates above refer to the full screens.
